# From PubChem BioAssay
# AddAB inh = growth inhibition of E. coli expressing H. pylori AddAB, primary screen, AddAB inhibitor project, absorbance. inhibition, % at 11.9 µM. 330,000 tested, 0.29% active; in the data active = inhibition above about 12%;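 note: 0% = vehicle wells of infected cells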
# CDK5 inh = inhibitors of human CDK5/p35 kinase, primary screen, biochemical, single concentration | 330,000 tested, 0.01% active | AID 488839, 2010 | Cyclin-dependent kinase 5 (Homo sapiens) + Cyclin-dependent kinase 5 activator 1 (Homo … | Recombinant CDK5/p35, ADP-Glo luminescence, 60 min | inhibition, % at 10 µM;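 active = highest replicate inhibition of at least 50% and at least 75% of replicates reaching 50%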;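 note: plate controls were DMSO neutral control for no effect and GW8510 at 10 µM for full effect; many of its hits are not listed in these tables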
# Target sequence (Q00535 whole entry, looked up): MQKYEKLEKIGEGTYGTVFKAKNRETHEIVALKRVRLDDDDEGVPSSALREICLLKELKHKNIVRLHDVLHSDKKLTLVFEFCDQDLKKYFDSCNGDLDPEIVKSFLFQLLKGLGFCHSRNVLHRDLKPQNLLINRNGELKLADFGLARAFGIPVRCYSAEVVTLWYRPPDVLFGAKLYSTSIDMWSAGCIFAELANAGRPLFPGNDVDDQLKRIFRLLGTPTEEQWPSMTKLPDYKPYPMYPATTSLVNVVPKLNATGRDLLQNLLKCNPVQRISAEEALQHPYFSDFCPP
# Target sequence (Q15078 whole entry, looked up): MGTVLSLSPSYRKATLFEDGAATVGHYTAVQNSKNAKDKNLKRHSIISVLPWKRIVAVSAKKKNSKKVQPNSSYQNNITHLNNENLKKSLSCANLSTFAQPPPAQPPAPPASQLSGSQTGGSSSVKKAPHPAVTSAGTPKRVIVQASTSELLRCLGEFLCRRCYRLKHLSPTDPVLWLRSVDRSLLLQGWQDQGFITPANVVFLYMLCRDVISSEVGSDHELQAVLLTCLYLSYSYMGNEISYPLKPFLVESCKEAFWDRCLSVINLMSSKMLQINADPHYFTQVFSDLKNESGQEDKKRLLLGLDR
# DAGLB inhibitor = DAGLB lipase inhibitors, primary screen, biochemical, fluorescence, HTS; HEK293T DAGLB membrane lysate, EnzChek fluorogenic substrate; 340,000 tested, 0.059% active; inhibition, % at 5.17 µM; Diacylglycerol lipase-beta (Homo sapiens), Q8NCG7; in the data active = inhibition above about 34%;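 note: 0% = enzyme with vehicle and 100% = wells lacking enzyme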
# HTR5A ag = HTR5A agonists in luminescence cell assay, primary screen, counter-screen for OPRM1-OPRD1 heterodimer agonist project, full-deck HTS; activation, % at 9.3 µM; 340,000 tested, 0.61% active; 5-hydroxytryptamine receptor 5A (Homo sapiens), P47898; AID 504692, 2011; cell-based; in the data active = activation mostly above about 9.5%, no sharp cut-off; inactive = mostly below about 7.6%;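 note: 0% = cells with vehicle only and 100% = reference agonist; strong numbers were not always called active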
# Target sequence (P47898 whole entry, looked up): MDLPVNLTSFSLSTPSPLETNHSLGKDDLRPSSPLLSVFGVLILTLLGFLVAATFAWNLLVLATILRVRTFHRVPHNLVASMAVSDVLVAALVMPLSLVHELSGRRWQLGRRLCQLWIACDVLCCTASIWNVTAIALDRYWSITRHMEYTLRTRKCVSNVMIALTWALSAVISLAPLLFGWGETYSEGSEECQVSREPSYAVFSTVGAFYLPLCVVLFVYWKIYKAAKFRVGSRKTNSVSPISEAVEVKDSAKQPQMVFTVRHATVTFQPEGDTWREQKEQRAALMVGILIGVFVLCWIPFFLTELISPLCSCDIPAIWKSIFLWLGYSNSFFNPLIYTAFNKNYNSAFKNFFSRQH
# Ecoli viability = E. coli V3065 growth inhibition, primary screen, counter-screen for AddAB inhibitor project, absorbance, OD600 | 18 h | inhibition, % at 11.9 µM | 330,000 tested, 0.27% active | AID 449728, 2010;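 active = inhibition above the campaign's mean inhibition across all tested compounds plus 3 SD, cut at about 9.9% in these data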;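 note: uninfected addAB+ strain grown without phage in ampicillin broth; 0% = DMSO wells and 100% = ciprofloxacin 0.95 µg/ml wells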
# SUMO Mot1 rescue = yeast Mot1-301 growth rescue at high temperature, primary screen, SUMOylation pathway inhibitor project, S. cerevisiae, ATP luminescence, 38.5C; S. cerevisiae Mot1-301 growth rescue; percent above DMSO median, 100 means doubled; growth rescue, % at 18.8 µM; 320,000 tested, 1% active; AID 2716, 2010;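 active = every valid replicate shows activation above 250% relative to neutral control wells; inactive = the rest, any valid replicate at or below 250%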;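 note: OY570 slx delta 5 strain wells were the positive control but not used for scaling; some compounds called inactive have numbers as strong as hits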
# phage Ecoli inh = growth loss of phage-infected E. coli, primary screen, RecBCD inhibitor project, absorbance, with phage, HTS; 360,000 tested, 0.26% active; AID 651602, 2012; inhibition, % at 11.9 µM; in the data active = inhibition above about 11%
# PKA-R1A act = activators of PKA-R1A holoenzyme, primary screen, biochemical, fluorescence polarization, Cy5-IP20, bovine R1A, mouse PKAc; PKA-R1A dissociation; scaled: DMSO 0%, 113 µM cGMP 100%; activation, % at 11.4 µM; 340,000 tested, 0.083% active; AID 504707, 2011;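 active = percent activation above the mean of all tested compounds plus 3 SD, cut at about 19% in these data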;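 note: higher means more PKAc released from R1A so a rise in polarization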
# HTR5A inv ctr = HTR5A inverse agonists in luminescence cell assay, primary screen, counter-screen for OPRM1-OPRD1 heterodimer inverse agonist project, full-deck HTS | AID 504634, 2011 | 340,000 tested, 0.083% active | 5-hydroxytryptamine receptor 5A (Homo sapiens), P47898 | inhibition, % at 9.3 µM | HTR5A cell line, inverse agonism; in the data active = inhibition mostly above about 23%, no sharp cut-off; inactive = mostly below about 18%;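 note: 0% = cells with DMSO and 100% = no-cell wells with DMSO; some compounds called inactive have numbers as strong as hits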
# PKA-R2B activ = activators of PKA-R2B holoenzyme, primary screen, biochemical, fluorescence polarization, Cy5-IP20, human. cAMP-dependent protein kinase catalytic subunit beta (Homo sapiens) + cAMP-dependent …. PKA-R2B holoenzyme dissociation; R2B truncated from residue 108, S112A mutant; 0% DMSO only, 100% 113 µM cGMP. activation, % at 11.4 µM. 340,000 tested, 0.079% active;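 active = activation above a cutoff set at the mean over all compounds plus 3 SD, cut at about 18% in these data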;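 note: higher means more holoenzyme dissociation and a rise in polarization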
# Tat transport = E. coli Tat export inhibitors, primary screen, MC4100, TorA-mCherry reporter, fluorescence, single point; inhibition, % at 10 µM; 340,000 tested, 0.036% active; AID 488895, 2010;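 active = mean replicate inhibition at least 50% and at least half of replicates individually reaching 50%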;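 note: exported cargo escapes ClpAP degradation while cytoplasmic cargo is degraded and loses fluorescence; 0% = median of neutral control wells and 100% = median of NaSCN control wells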
# Numbers without * were called inactive; x = not tested or not shown.
# Each structure is followed by: AddAB inh, CDK5 inh, DAGLB inhibitor, HTR5A ag, Ecoli viability, SUMO Mot1 rescue, phage Ecoli inh, PKA-R1A act, HTR5A inv ctr, PKA-R2B activ, Tat transport
- Cc1cc(NS(=O)(=O)c2ccc(NC(=O)C(C)Oc3cc(C)c(Cl)c(C)c3)cc2)no1 (stereo unspecified)
→ 2.3, 2.3, 8.6, 3.5, 0.0, -19.6, 3.6, -1.5, -35.1, -4.6, 10.4
- Cc1ccc(-n2c(CCC(=O)O)ccc2-c2cccs2)cc1C
→ -0.7, 1.7, 6.7, 3.9, 1.2, -19.0, -0.9, 2.6, -8.3, -3.9, 0.2
- COc1ccc(F)cc1C(=O)C1CCCN(Cc2ccc(Oc3ncccn3)cc2)C1 (stereo unspecified)
→ 3.6, -4.4, -1.1, -0.7, 1.7, 8.3, 4.7, -10.9, 1.9, -0.2, 7.9
- NC(=S)N/N=C/c1c[nH]c2ccc(OCc3ccccc3)cc12
→ -2.6, 0.8, 0.4, 1.0, -0.3, 4.8, x, 0.8, -3.7, -12.1, 7.3
- CCCCN(C)C(=O)c1ccc2c(c1)S(=O)(=O)c1ccccc1C2=O
→ 1.5, 0.9, -1.4, 1.1, 0.1, -7.9, 2.1, 15.2, -3.9, 3.1, 7.4
- O=C1CCCN1c1ccc(S(=O)(=O)N2CCC(c3ccccc3)CC2)cc1
→ 0.6, -0.7, 0.7, 0.4, 0.2, -1.4, 4.0, -8.7, -13.4, -22.4, 7.3
- CCOc1ccc(CCNC(=O)c2cccc(N3CCCC3=O)c2)cc1OCC
→ 4.8, -0.8, 0.8, -1.4, -0.8, 20.8, 1.7, 0.4, 16.8, -8.6, -0.6
- COc1ccc([N+](=O)[O-])cc1NC1CCN(C(=O)c2cccs2)CC1
→ 1.2, 0.5, 0.3, 1.1, 1.8, -3.8, 0.5, 0.6, -22.6, -7.1, -0.5
- CCN1C(=O)[C@H]2[C@@H](c3ccc(-c4ccc(OC)cc4)c(OC)c3)N[C@@](CC(C)C)(C(=O)OC)[C@H]2C1=O
→ -0.6, 0.9, -5.9, 0.1, -0.7, -5.4, 3.8, 1.4, -23.3, 8.1, -41.1
- Cc1ccc(-n2nnnc2SCC(=O)N2Cc3ccccc3CC2C(=O)O)cc1 (stereo unspecified)
→ -0.6, 0.3, 0.9, 0.5, -3.1, 231.8, 0.8, -9.0, -1.3, -2.4, -16.3
- Cc1cc(=O)oc2c3c(cc(OCC(=O)NCCC(=O)O)c12)OC(C)(C)CC3
→ x, 0.6, 1.9, -3.8, x, -3.5, 2.1, -1.2, 14.1, 2.9, 24.2
- Cc1ccc(S(=O)(=O)NN2C(=O)/C(=C\c3ccc(Cl)cc3)SC2=S)cc1
→ 2.8, -0.4, 5.3, 2.6, -0.3, -9.1, 1.8, 2.7, -7.6, -5.4, -8.7
- O=S(=O)(NCCn1ccc2ccccc21)c1ccccc1
→ -1.1, -2.7, 0.5, -1.5, 1.9, -3.1, 4.1, 0.5, 12.3, 14.0, 9.4
- COc1ccccc1-c1c(C)nn2c(NCCN3CCCC3)cc(C)nc12
→ -0.3, -0.5, 0.7, 15.7, -1.2, -13.6, 2.2, -9.0, -40.4, -10.7, -4.8
- Cn1c(=O)c2c(nc(C(O)c3ccccc3)n2C)n(C)c1=O (stereo unspecified)
→ x, -1.9, 0.5, -1.1, x, x, -1.0, -0.6, 4.4, 0.6, -10.5
- COc1ccccc1NS(=O)(=O)c1ccc(O)c(NC(=S)NCC2CCCO2)c1 (stereo unspecified)
→ 1.0, -0.4, -0.4, -1.3, -2.0, 320.1, -3.4, -6.7, -10.5, -5.3, -3.7
- CCN(CC)CCCNC(=O)/C=C/C(=O)O
→ 2.1, 0.5, 0.9, 5.2, 1.1, -10.7, -1.9, -12.1, -6.5, -1.6, -2.1
- CC(=O)Nc1cc(N2C(=O)CCC2=O)ccc1Cl
→ 4.9, 2.3, -0.9, -0.5, -1.0, 17.2, 2.7, -11.7, 1.7, -2.2, -8.5
- Cc1nc2ccccn2c1C(=O)N/N=C/c1ccccc1Cl
→ -0.2, 1.4, 1.0, -1.9, -3.9, -11.8, 1.2, -7.5, 7.2, -3.4, -11.3
- O=C(O)c1cc2cccc(S(=O)(=O)N3CCOCC3)c2cc1O
→ 2.7, -0.1, -0.3, -0.3, -2.1, 549.7, 2.1, 1.6, -4.5, -1.7, -4.9
- O=C1CSc2ccc(S(=O)(=O)NCc3ccc(Cl)cc3)cc2N1
→ 0.6, 2.9, 1.7, -3.1, 2.2, 2.4, 2.4, 1.6, -12.4, -0.7, 3.6
- CCC(C(=O)N(C(C)C)C(C)C)c1ccccc1 (stereo unspecified)
→ 3.5, 0.1, 0.3, -3.5, 2.8, -13.7, 2.4, 6.3, -14.0, -2.2, 1.3
- Cc1ccc(-c2noc(CCC(=O)NCCN3CCOCC3)n2)cc1
→ 1.1, -0.6, 2.3, -0.3, -0.3, -10.3, 2.0, -0.5, -14.2, -2.5, -3.0
- COc1ccc2nc(NC(=O)CSc3nc4ccccc4o3)sc2c1
→ -1.5, -0.7, -0.6, 3.3, -1.7, x, 2.5, 3.8, -23.8, 3.0, -1.7
- CCOC(=O)c1ccc(Oc2nc(NC)nc(SC)n2)cc1
→ 3.8, 5.9, -4.3, 0.1, 1.4, -19.8, 3.1, -9.6, -4.5, -10.3, -1.3
- COC(=O)c1sc(NC(=S)NC(=O)c2ccccc2F)nc1C
→ -0.2, -0.2, -1.3, -1.6, -1.3, 11.0, -0.9, -4.2, 6.4, -4.5, -0.7
- COCCn1c(SCC(=O)Nc2cccc(OC)c2)nc2c(oc3ccccc32)c1=O
→ -3.2, 0.3, -2.5, -2.1, -0.5, -7.6, 3.2, 0.6, 5.0, 1.6, -4.7
- Cc1c(C)n(CCN(C)C)c2ncnc(NCc3ccccc3)c12
→ -0.9, -0.2, 0.4, -0.1, -1.9, -4.6, 4.1, -6.2, 0.5, -6.5, 4.0
- CC(OC(=O)Cn1cnc2c1c(=O)n(C)c(=O)n2C)C(=O)NC1CCCCC1C (stereo unspecified)
→ 1.4, 1.3, -2.8, -1.3, 0.6, 39.1, 0.1, 7.1, -9.8, -4.9, -10.6
- CCCCCNC(=O)c1cc(S(=O)(=O)N2CCCC2)ccc1F
→ 0.8, 0.0, -0.5, 1.8, -0.8, 194.7, 1.8, -2.8, -4.9, 1.2, -6.1
- COc1cc(C(=O)N/C(=C\c2cn(S(=O)(=O)N(C)C)c3ccccc23)C(=O)N2CCCC2)cc(OC)c1OC
→ 1.9, -1.1, 1.0, -5.5, -0.3, -1.5, -0.6, -3.9, 20.9, 6.0, 7.5
- CC(C)N1C(=O)CCC1C(=O)NCCc1ccc(Cl)cc1 (stereo unspecified)
→ -2.6, 0.2, -1.1, -2.7, 0.9, 19.2, 2.5, -12.7, 7.9, -1.5, -1.8
- Cc1cc(C)cc(NC(=S)N(Cc2ccc(Cl)cc2)Cc2ccc(C(=O)O)cc2)c1
→ -0.5, -1.3, 5.6, 4.0, -2.9, x, 3.8, -20.7, -10.5, -6.5, -6.8
- CC(=O)n1cc([C@H]2C=C(C(=O)N3CCN(Cc4ccc5c(c4)OCO5)CC3)O[C@@H](OCCCCO)C2)c2ccccc21
→ 2.2, 0.5, -0.7, 13.6, -0.4, 4.1, 0.6, -12.2, 0.9, 7.2, -0.4
- CCN(Cc1ccccc1)C(=O)CC(=O)N(CC)Cc1ccccc1
→ 0.2, 0.6, -0.4, -2.8, -2.5, -18.5, -0.1, 1.4, 8.0, 11.2, 3.0
- Cc1ccc2c(c1)nnn2C1CCN(C(=O)NCc2ccccc2)CC1
→ 2.8, -1.5, 6.3, 3.1, 0.8, -10.6, 3.5, 3.6, -8.8, -16.1, -6.0
- COc1ccc(C)cc1NS(=O)(=O)c1ccc(Br)s1
→ 0.7, -3.0, -3.9, -5.7, 0.2, 10.7, 0.8, -7.4, 14.7, -12.3, 0.5
- Cc1ccc(C(=O)O/N=C(\N)c2ccccn2)cc1Cl
→ 1.8, -0.3, -9.4, 4.3, 1.6, -17.0, 0.1, -4.8, -16.3, -0.4, 3.5
- COc1ccc(CNC(=O)CN2C(=O)C(c3ccccc3)Oc3cccnc32)cc1 (stereo unspecified)
→ 2.0, 1.2, -2.1, -6.4, -1.5, 9.5, 2.1, -2.0, 15.2, 2.3, -1.0
- Cc1cc2c(C)c(C)c(=O)[nH]c2cc1N
→ -0.9, -2.7, 2.4, 2.0, -0.4, 8.5, 1.3, 2.7, 14.7, -11.7, 17.0

# An excerpt from above in order of length of the SMILES, largest number first:
# Each structure is followed by: AddAB inh, CDK5 inh, DAGLB inhibitor, HTR5A ag, Ecoli viability, SUMO Mot1 rescue, phage Ecoli inh, PKA-R1A act, HTR5A inv ctr, PKA-R2B activ, Tat transport
- Cc1ccc2c(c1)nnn2C1CCN(C(=O)NCc2ccccc2)CC1
→ 2.8, -1.5, 6.3, 3.1, 0.8, -10.6, 3.5, 3.6, -8.8, -16.1, -6.0
- CCN(Cc1ccccc1)C(=O)CC(=O)N(CC)Cc1ccccc1
→ 0.2, 0.6, -0.4, -2.8, -2.5, -18.5, -0.1, 1.4, 8.0, 11.2, 3.0
- COC(=O)c1sc(NC(=S)NC(=O)c2ccccc2F)nc1C
→ -0.2, -0.2, -1.3, -1.6, -1.3, 11.0, -0.9, -4.2, 6.4, -4.5, -0.7
- CC(C)N1C(=O)CCC1C(=O)NCCc1ccc(Cl)cc1 (stereo unspecified)
→ -2.6, 0.2, -1.1, -2.7, 0.9, 19.2, 2.5, -12.7, 7.9, -1.5, -1.8
- CCOC(=O)c1ccc(Oc2nc(NC)nc(SC)n2)cc1
→ 3.8, 5.9, -4.3, 0.1, 1.4, -19.8, 3.1, -9.6, -4.5, -10.3, -1.3
- COc1ccc(C)cc1NS(=O)(=O)c1ccc(Br)s1
→ 0.7, -3.0, -3.9, -5.7, 0.2, 10.7, 0.8, -7.4, 14.7, -12.3, 0.5
- Cc1cc2c(C)c(C)c(=O)[nH]c2cc1N
→ -0.9, -2.7, 2.4, 2.0, -0.4, 8.5, 1.3, 2.7, 14.7, -11.7, 17.0
